Pf growth 48h – Primary qHTS for delayed death inhibitors of the malarial parasite plastid, 48 hour incubation; P. falciparum luciferase growth in erythrocytes, 48 h; Potency, µM (top dose mostly 28.7 µM), inactives show top-dose activity change, negative = inhibition, actives largely listed as inhibitors; hit rate 5.9% among 310,000; AID 504832, 2011; further: potency means the concentration at half of the fitted maximal effect; on the % scale 0 is the no-effect control and ±100 the full control effect
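Here the parasites carry a stable luciferase gene and grow inside erythrocytes in Albumax-based RPMI medium with compound for one erythrocytic cycle. Activity is scored as loss of luminescent signal.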
Cycloheximide cs – Cycloheximide Counterscreen for Small Molecule Inhibitors of Shiga Toxin | max response, % | cell reporter, cycloheximide protein synthesis inhibition counterscreen | hit rate 12% among 300,000 | AID 2314, 2010; in the data active means max response mostly above about 13%, no sharp cut-off; inactive means mostly below about 14%; further: read at 38.3 µM for the half of the compounds with a filed dose; 0% is about no effect
Pf growth 96h – Primary qHTS for delayed death inhibitors of the malarial parasite plastid, 96 hour incubation; P. falciparum luciferase reporter growth, 96 h; Potency, µM (titrated, usually from 28.7 µM), without a hit: top-dose activity change, negative = inhibition, actives largely listed as inhibitors; hit rate 6.9% among 320,000; AID 504834, 2011; further: potency means the concentration at half of the fitted maximal effect; on the % scale 0 is the no-effect control and ±100 the full control effect
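Plates of compound plus infected erythrocytes (2% hematocrit, 0.05% parasitemia final) incubate 96 hours, 37 C, 5% CO2. Detection reagent added; reduced luminescence from the parasites' luciferase reporter flags inhibition.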
TbPYK inhibitor – qHTS of Trypanosoma Brucei Inhibitors; pyruvate kinase (Trypanosoma brucei), Q57TT1; TbPYK enzyme, Kinase-Glo Plus ATP luminescence, 45 min; Potency, µM (series often up to 76.8 µM), for the others: at the highest dose activity, negative = inhibition, actives largely listed as inhibitors; hit rate 0.12% among 410,000; AID 624173, 2012; further: potency means the concentration at half of the fitted maximal effect; on the % scale 0 is the no-effect control and ±100 the full control effect; nearly all actives have a fitted effect of over 50% in size
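TbPYK + substrate in 50 mM TEA pH 7.2, 100 mM KCl, 10 mM MgCl2, 0.05% BSA, 0.01% Tween-20; cpd pinned; ADP 130 uM final; 45 min RT; Kinase-Glo Plus 10 min; luminescence endpoint.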
Shiga inhibitor – A qHTS for Small Molecule Inhibitors of Shiga Toxin; Vero cells, Shiga toxin protein synthesis inhibition reporter; hit rate 9.2% among 290,000; AID 2315, 2010; inhibition, % at 38.7 µM; in the data active means inhibition mostly above about 28%, no sharp cut-off; inactive means mostly below about 43%; further: 0% is about no effect
AmpC no deterg – qHTS Inhibitors of AmpC Beta-Lactamase (assay without detergent). P00811. AmpC nitrocefin hydrolysis, absorbance 480 nm, 0.0001% Triton. AID 485341, 2010. Potency, µM (series often up to 57.1 µM), for the others: at the highest dose activity change, negative = inhibition, actives largely listed as inhibitors. hit rate 0.52% among 330,000;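 further: potency means the concentration at half of the fitted maximal effect; plate controls were no compound for no effect and no enzyme for full effect; nearly all actives have a fitted effect of over 20% in size; some results filed as inactive show a strong effect at the top dose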
Target sequence (P00811 whole entry, looked up): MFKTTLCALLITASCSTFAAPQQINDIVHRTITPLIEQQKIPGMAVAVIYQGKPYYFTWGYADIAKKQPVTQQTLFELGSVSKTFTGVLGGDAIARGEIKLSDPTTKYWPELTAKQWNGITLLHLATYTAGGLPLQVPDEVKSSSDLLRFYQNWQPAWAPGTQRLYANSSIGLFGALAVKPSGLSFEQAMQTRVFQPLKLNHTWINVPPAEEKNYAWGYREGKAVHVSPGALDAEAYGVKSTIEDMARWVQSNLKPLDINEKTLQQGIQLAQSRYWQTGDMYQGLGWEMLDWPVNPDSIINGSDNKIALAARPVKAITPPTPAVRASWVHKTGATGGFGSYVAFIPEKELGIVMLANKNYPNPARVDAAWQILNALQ
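20 mM phosphate pH 7.0 + 0.01% (detergent screen) or 0.0001% Triton X-100; 5.3 nM AmpC reagent; cpd preinc 15 min RT; nitrocefin (800 uM stock) to start; A480 q20 s × 4 min; Activity was normalised to no-enzyme and no-compound control wells.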
LmPK inh – qHTS Assay for Inhibitors of Leishmania Mexicana Pyruvate Kinase (LmPK); purified LmPK, Kinase-Glo ATP luminescence, 1 h; hit rate 0.37% among 290,000; Q27686; Potency, µM (top dose mostly 57.5 µM), for inactives: at the top dose activity change, negative = inhibition, most hits filed as inhibitors; further: potency means the concentration at half of the fitted maximal effect; on the % scale 0 is the no-effect control and ±100 the full control effect
Target sequence (Q27686 whole entry, looked up): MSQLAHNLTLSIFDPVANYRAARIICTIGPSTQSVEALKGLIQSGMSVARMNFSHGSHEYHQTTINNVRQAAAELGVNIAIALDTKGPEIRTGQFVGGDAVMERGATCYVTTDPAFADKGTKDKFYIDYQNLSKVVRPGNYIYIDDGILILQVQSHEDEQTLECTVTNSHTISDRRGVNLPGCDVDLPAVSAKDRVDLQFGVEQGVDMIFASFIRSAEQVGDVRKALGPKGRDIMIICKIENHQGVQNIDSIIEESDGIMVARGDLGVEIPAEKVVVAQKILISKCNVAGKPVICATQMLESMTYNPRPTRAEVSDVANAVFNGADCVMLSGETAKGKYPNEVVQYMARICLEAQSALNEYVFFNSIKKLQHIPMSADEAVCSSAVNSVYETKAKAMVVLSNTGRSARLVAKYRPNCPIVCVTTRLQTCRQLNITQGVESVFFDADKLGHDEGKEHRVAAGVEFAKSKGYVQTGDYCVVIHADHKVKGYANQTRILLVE
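Purified LmPK (0.1 nM) with 0.5 mM PEP and 0.1 mM ADP in imidazole buffer pH 7.2 with MgCl2/KCl, 1 h at room temperature. ATP formed was read by luciferase luminescence and normalized to no-enzyme and uninhibited controls.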
* hit, by the source's call; ? = inconclusive; · = no result given; & = joins results of further samples; [ ] = remark or other dose. Unless noted, the call rests on the fitted dose curve; in most records, active means well fitted curve in the direction sought with a large enough effect; inconclusive means small, poorly fitted or top-dose-only effect, or another doubt; inactive means no such curve, though single readings can be large; an effect the other way counts as inactive or inconclusive. Random draw from the library (roughly 22% active in at least one column).

smiles | TbPYK inhibitor | Shiga inhibitor | AmpC no deterg | Pf growth 96h | Cycloheximide cs | LmPK inh | Pf growth 48h
CC(=O)N1CCc2cc(Br)cc(S(=O)(=O)N3CCC(C(=O)O)CC3)c21 | -8.8% | -9.4 | 16.5% | 64.1%[activator] | -4.2 | 9.5% | ?
CC1CCCCN1C(=S)NCCc1ccccc1 (stereo not drawn) | 1.8% | 90.6* | 2.9% | 43.3%[activator] | 37.6* | -7.0% | ·
CCCN(CCC)Cc1c(C(=O)N/N=C/c2ccco2)nnn1-c1nonc1N | 7.9% | -9.0 | -4.9% | 2.0% | -5.7 | 0.2% | 14.9%
C/C(=N/NC(=O)CCc1ccccc1)c1ccco1 | -0.1% | 31.2 | -10.7% | 24.9% | 11.3 | -0.9% | 17.8%
c1ccc2[nH]c(NCc3ccc4c(c3)OCO4)nc2c1 | 2.9% | 62.7* | -44.9% | 10.8% | 34.4* | -11.2% | -17.4%
C=CCOc1ccc(/C=C/C(=O)OCC(=O)NCC2CCCO2)cc1 (stereo not drawn) | 2.0% | · | 1.5% | 14.2% | · | · | 3.6%
CCOC(=O)Cn1nc(-c2ccc(C)cc2)c2ccccc2c1=O | -9.9% | -23.9 | 36.0% | 323.1%[activator] | 0.5 | 1.8% | -4.8%
NC(=O)c1ccccc1OCC(=O)NC12CC3CC(CC(C3)C1)C2 | 0.2% | 31.3 | 4.9% | ? | 8.5 | 1.9% | ·
CC1CCCCC1NC(=O)CCS(=O)(=O)c1cc2c(cc1Cl)NC(=O)CO2 (stereo not drawn) | -1.2% | -4.1 | -26.4% | -4.6% | -2.0 | 1.5% | 4.6%
C=CCN(CC=C)C(=O)c1cc(Cl)ccc1[N+](=O)[O-] | -1.8% | 14.7 | -6.9% | 258.2%[activator] | -4.5 | 2.1% | 5.3%
Cc1nnc(NC(=O)COc2ccc3c(C)cc(=O)oc3c2)s1 | -21.0% | -13.2 | -8.8% | 42.1%[activator] | 0.6 | 5.0% | ·
CC(C)N(C(=O)c1ccc2nc(-c3ccccc3)c(-c3ccccc3)nc2c1)C(C)C | -0.5% | -4.4 | 157.3%[activator] | ? | 7.8 | 2.0% | ?
C[C@@H]1CN(c2c(F)c(F)c3c(=O)c(C(=O)O)cn(C4CC4)c3c2F)C[C@H](C)N1 | -9.4%&-5.8% | 11.7&-13.8 | -10.8% | ? | -1.7&-0.6 | 0.0% | ?
Cc1nnc(SCC(=O)N2CC(C)OC(C)C2)n1-c1ccccc1 (stereo not drawn) | -2.8% | -4.9 | -5.2% | -4.5% | -2.9 | 1.4% | 0.4%
CCOCCCNc1nc(-c2ccccc2)nc2ccccc12 | 3.9% | · | 22.9% | ? | 7.1 | 1.3% | ?
CCOc1ccc2nc(N(CCCN(C)C)C(=O)c3ccc(S(=O)(=O)N4CCCC4)cc3)sc2c1 | 3.3% | -16.6 | 165.5%[activator] | ? | -2.2 | -1.8% | ?
COc1ccc(-n2nc(C(=O)NCC(=O)N3CCN(c4ccccc4F)CC3)c3ccccc3c2=O)cc1 | -9.1% | 23.8 | -0.5% | 45.2%[activator] | 5.9 | -7.1% | 2.8%
CC(=O)Nc1ccc(NC(=O)C2CC(=O)N(c3cccc(Cl)c3)C2)cc1 (stereo not drawn) | -6.0% | -4.2 | -18.0%[11.4 µM] | ? | -0.4 | 0.9% | -1.0%
CCOc1ccc(NC(=O)c2ccc(NC(=O)Cc3n[nH]c(=O)c4ccccc34)cc2)cc1 | -2.6% | 11.1 | -13.0% | -25.3% | 9.6 | 5.9% | -35.1%
COc1ccc(C(C)NS(=O)(=O)Cc2ccccc2)cc1 (stereo not drawn) | -10.7% | 49.9 | -24.6% | ? | 15.7 | 0.1% | 9.0%
O=c1c2cc([N+](=O)[O-])cc([N+](=O)[O-])c2[nH]n1-c1ccccc1 | ? | -5.5 | -18.3% | ? | -2.4 | -20.3% | -13.9%
CC(C)OCCCNC(=O)C1CCC(CNS(=O)(=O)c2ccc(Cl)cc2)CC1 (stereo not drawn) | 2.2% | -10.4 | 2.6% | ? | -4.5 | -4.0% | ?
Cc1cccc(CNC(=O)Cn2ccc3cc(S(=O)(=O)N4CCCC4)ccc32)c1 | 6.3%&-4.4% | -3.0 | -31.3% | ? | -2.4 | 10.3% | -16.3%
CC(NC(=O)C1CCCN(S(=O)(=O)N2CCOCC2)C1)c1ccccc1 (stereo not drawn) | -4.0% | 0.8 | 5.2% | ? | 6.2 | -1.5% | -18.6%
Cc1cc(NCCCN2CCOCC2)n2nc(C)c(-c3ccc(F)cc3)c2n1 | 0.3% | 10.3 | 166.5%[activator] | -13.0% | 8.1 | 4.1% | 7.38µM*
COCCn1c(SC(C)C(=O)NCC2CCCO2)nc2scc(-c3ccc(F)cc3)c2c1=O (stereo not drawn) | -3.3% | · | 201.6%[activator] | ? | · | · | 13.1µM*
CN(C)S(=O)(=O)c1cc(NC(=O)C[N+]23CCN(CC2)CC3)ccc1Cl | -7.2% | 10.0 | -1.1% | 17.9% | 5.2 | 0.6% | 12.5%
S=P(NC1CCCCC1)(N1CC1)N1CC1 | -4.4% | -4.7 | -1.2% | -25.2% | -3.5 | 4.5% | -4.3%
Cc1ccnc(NC(=O)CCCc2c[nH]c3ccccc23)c1 | -4.5% | 46.1* | -36.2% | 51.1%[activator] | 23.2* | 0.5% | 57.5%[activator]
CC(=O)Nc1ccc(S(=O)(=O)Nc2nnc(Cc3ccc(Cl)cc3)s2)cc1 | -6.6% | -3.7 | -2.1% | -28.2% | -3.6 | 4.4% | -10.4%
O=C(Nc1cccc(Br)c1)c1ccc(CSc2ccccc2)cc1 | -2.5% | 47.1 | -46.4% | -21.6% | 13.3 | 0.0% | 71.1%[activator]
O=C(NCC1CCCO1)c1ccc2c(=O)n(Cc3ccc(Cl)cc3)c(=S)[nH]c2c1 (stereo not drawn) | -4.1% | -23.4 | -29.7% | ? | -2.3 | -1.8% | -20.5%
COc1ccc(C(=O)NCC(=O)N/N=C/c2cn(C)c3ccccc23)cc1OC | -3.6% | -3.1 | 50.1% | ? | 8.6 | -10.6% | 1.0%
O=C(Oc1ccc(C(=S)N2CCOCC2)cc1)c1ccc([N+](=O)[O-])cc1[N+](=O)[O-] | -0.3% | -3.9 | -2.8% | 3.4% | -1.2 | -2.8% | -0.5%
CCCn1c2ccccc2c2cc(C(=O)O)ccc21 | 1.9% | -4.8 | 0.0% | ? | -4.6 | -9.7% | ·
CCCCNC(=O)C1CCN(c2nc(C)cc(C)n2)CC1 | 1.1% | -8.4 | -6.0% | 8.5% | -2.1 | -0.4% | ?
O=C(NC(=S)Nc1ccc(N2CCOCC2)cc1)c1ccco1 | -14.5% | 43.3* | -10.0% | 43.5%[activator] | 31.7* | -4.0% | 131.6%[activator]
CC(C)NC(=O)C(c1ccc(F)cc1)N(C(=O)CCC(=O)Nc1ccccn1)C1CCCCC1 (stereo not drawn) | -0.2% | -3.7 | 103.2%[activator] | 33.5%[activator] | -1.2 | 3.1% | 7.8%
Cc1c(CC(=O)NCCCCCC(=O)O)c(=O)oc2cc3c(cc12)CCC(C)(C)O3 | 8.8% | -4.8 | -24.3% | ? | -2.2 | 2.8% | -9.4%
O=C(Nc1ccccc1Cl)OC1CCCCC1 | -1.8% | 99.7* | -40.6% | 50.4%[activator] | 21.9 | -1.1% | 37.1%[activator]
Cc1ccccc1NC(=O)/C=C1\SC(=O)NC1=O | 0.4% | 34.8 | -17.7% | 10.2% | 8.3 | -2.8% | -1.2%
CCc1cc[n+](-c2nc([O-])sc2C=O)cc1 | -9.1% | -4.4 | -6.7% | -20.7% | 2.3 | -4.0% | 1.6%
CC1CC(C)CN(S(=O)(=O)c2ccc3c(c2)oc(=O)n3CC(=O)N2CCOCC2)C1 (stereo not drawn) | -0.8% | -4.4 | -7.8% | ? | 6.0 | 4.1% | ·
Cc1onc(C(=O)NCc2cccs2)c1[N+](=O)[O-] | 1.3% | -13.9 | -36.1% | -11.3% | 2.1 | 0.4% | -23.5%
COc1cccc(NC(=O)C(Sc2nnc(-c3ccncc3)n2-c2ccc(Cl)cc2)c2ccccc2)c1 (stereo not drawn) | -18.6% | -7.3 | 144.0%[activator] | ? | -1.0 | 0.0% | ?
COc1ccccc1NC(=O)CSc1nnnn1C1CCCC1 | 4.5% | -5.5 | -2.9% | 17.0% | -2.4 | 5.1% | 10.8%
CCC(C)c1ccccc1NC(=O)CN(C)CC(=O)Nc1ccccc1SC (stereo not drawn) | -2.8% | -5.7 | 112.7%[activator] | ? | -13.3 | 0.9% | ?
CC(C)Oc1ccc(/C(O)=C2/C(=O)C(=O)N(CCN(C)C)C2c2ccco2)cc1 (stereo not drawn) | -0.9% | 134.1* | -5.1% | · | 39.0* | -3.5% | 79.8%[activator]
COc1ccccc1/C=C/C=NC1C(=O)N(c2ccccc2)[N+](C)=C1C (stereo not drawn) | -14.2% | 0.9 | 10.8% | 38.9%[activator] | 6.0 | -1.3% | -19.9%
Cn1c(N)c(S(=O)(=O)N2CCN(C(=O)c3ccco3)CC2)c(=O)n(C)c1=O | 5.3% | -1.3 | -8.3% | 3.3% | -5.0 | -6.3% | -5.1%
COc1ccc(OC)c(CNCCc2ccc(OC)c(OC)c2)c1 | -0.9% | -13.8 | -10.5% | ? | -0.9 | -0.8% | 3.7%
Cc1noc(NS(=O)(=O)c2ccc(NC(=O)CCC3CCCCC3)cc2)c1C | 3.4% | 6.0 | -37.2% | ? | -0.6 | -1.9% | -0.8%
Cc1cc(N2CCOCC2)nc(-c2ccccc2O)n1 | -2.4% | -5.6 | -7.4% | 2.33µM* | 8.8 | 1.0% | 13.8%
CC(CNS(=O)(=O)c1ccccc1)(c1ccccc1)N1CCOCC1 (stereo not drawn) | -13.8% | -22.0 | -7.0% | ? | -1.9 | 0.8% | -0.8%
CC1CCCC(C)N1NC(=O)c1ccc(Cl)c(S(N)(=O)=O)c1 (stereo not drawn) | -0.2% | 5.7 | -12.4% | · | -2.9 | 1.9% | 0.6%
COc1cc(CNCc2cccs2)cc(Br)c1OC | 3.8% | -6.8 | -18.9% | 65.4%[activator] | -1.3 | -1.7% | 23.3%
CN(CC(=O)NCCc1ccc(S(N)(=O)=O)cc1)CC(=O)Nc1ccccc1Cl | 0.2% | · | -14.0% | ? | · | · | -20.9%
CSc1sc(C)cc1C=O | -0.9% | 18.9 | -11.1% | ? | -1.4 | 2.9% | 34.7%
CCN(CC)c1ccc(NC(=O)c2cc(Cl)ccc2OC)cc1 | ? | 7.1 | -25.2% | ? | 8.3 | -2.4% | ·
Cc1cccc(NC(=S)Nc2ccc(Br)cc2)c1 | -9.4% | 36.6 | -45.3% | ? | 18.4 | 6.2% | 45.5%[activator]
COc1ccc2nc(SCC(=O)NCc3ccccc3)[nH]c2c1 | -3.9% | -6.5 | -20.9% | ? | 0.2 | 5.9% | 9.7%
